# C diff growth: inhibitors of Clostridium difficile growth | Clostridium difficile clinical isolate growth, OD600, 24 h; active compounds read low | growth activity, negative = inhibition, % at 16 µg/mL (by protocol) | 86,000 compounds, 0.25% hits;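 active = mean growth activity at or below -80% and every replicate also at or below -80%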;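 note: 0% = DMSO wells and -100% = levofloxacin 16 µg/mL wells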
# Tcruzi prolif: T. cruzi proliferation inhibition; T. cruzi beta-gal in NIH3T3, GalScreen luminescence, 90 h; inhibition, % at 8.34 µM; 77,000 compounds, 5.9% hits;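 active = mean inhibition above about 93%, with at least 55% of replicates each passing it, limit read from the data, passing the limit was not always enough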
# GASC1 inh: inhibitors of human demethylase GASC-1 KDM4C. GST-KDM4C 2-372, H3K9me3 peptide, LANCE TR-FRET. Q9H3R0. 96,000 compounds, 0.15% hits. inhibition, % at 12.5 µM;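 active = mean replicate inhibition above about 25%, with at least 55% of replicates also reaching it, limit read from the data, passing the limit was not always enough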
# Target sequence (Q9H3R0 2-372 limits assumed): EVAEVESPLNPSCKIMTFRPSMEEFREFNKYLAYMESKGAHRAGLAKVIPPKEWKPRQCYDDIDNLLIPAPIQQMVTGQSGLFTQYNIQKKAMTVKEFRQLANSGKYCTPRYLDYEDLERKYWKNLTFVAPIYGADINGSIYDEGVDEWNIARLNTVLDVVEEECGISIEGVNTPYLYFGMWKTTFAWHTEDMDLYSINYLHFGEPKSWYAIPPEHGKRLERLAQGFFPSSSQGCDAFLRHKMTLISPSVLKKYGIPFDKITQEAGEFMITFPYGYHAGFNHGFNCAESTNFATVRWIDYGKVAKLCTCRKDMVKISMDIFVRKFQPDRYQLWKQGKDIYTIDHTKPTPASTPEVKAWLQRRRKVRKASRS
#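 Test system – GST-tagged GASC-1 (JMJD2C) catalytic fragment, aa 2-372 · Medium – HEPES buffer, pH 7.5, plus ascorbate · Reagent – H3K9me3 peptide with Fe(II)/2OG · Compound – one test concentration per compound · Timing – 30 min reaction, 60 min detection, RT · Technique – TR-FRET with Eu antibody and ULight streptavidin, EDTA stop · Read-out basis – inhibition from TR-FRET ratio decrease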
# Pf Dd2 inh: inhibitors of Plasmodium falciparum Dd2 growth; P. falciparum Dd2 growth, SYBR Green, 72 h; active compounds read low; activity change, % at 10 µM; 94,000 compounds, 2.3% hits; in the data active = activity change below about -80%
# The depositor's hits bear a star; . = not tested or not shown. This is a random part of the collection. About 7.3% of those tested had a hit in this group.
molecule	C diff growth	Tcruzi prolif	GASC1 inh	Pf Dd2 inh
Cc1ccc(S(=O)(=O)Nc2ccc3c(c2)CC(=O)N([C@@H](C)CO)C[C@@H](C)[C@@H](CN(C)C(=O)Nc2ccccc2)O3)cc1	-2	32	-3.5	0
CCCNC(=O)N(C)C[C@@H]1Oc2cc(-c3cccnc3)ccc2S(=O)(=O)N([C@@H](C)CO)C[C@H]1C	0	-16	-0.8	34
O=C(C1CC1)N1CCCCN2[C@H](C1)[C@H](c1ccc(C#CC3(O)CCCC3)cc1)[C@@H]2CO	-17	70	.	10
O=C(C[C@@H]1C[C@H]2c3cc(NC(=O)Nc4ccc(C(F)(F)F)cc4)ccc3O[C@H]2[C@@H](CO)O1)NCc1cc(F)ccc1F	1	-42	-0.6	-17
N#C[C@H]1[C@@H](c2ccccc2C2=CCCC2)[C@H](CO)N1S(=O)(=O)c1cccc(F)c1	-10	.	0.7	-7
C[C@@H]1CCCCO[C@H](CN(C)C(=O)c2ccccc2)[C@@H](C)CN([C@@H](C)CO)C(=O)c2cc(NC(=O)C3CCCCC3)ccc2O1	-5	23	0.0	-71
C[C@@H]1CCCCO[C@@H](CN(C)S(=O)(=O)c2cccs2)[C@@H](C)CN([C@@H](C)CO)C(=O)c2cc(NC(=O)C3CCCCC3)ccc2O1	-3	35	0.9	-55
COc1cccc(CN2CCC3(CC2)CN(C(=O)C2CC2)[C@@H](CO)c2[nH]c4cc(OC)ccc4c23)c1	-7	.	-1.1	-74
C[C@@H](NC(=O)C[C@H]1CC[C@H](NC(=O)C2CCC2)[C@@H](CO)O1)c1ccccc1	.	16	-1.2	3
C[C@H](CO)N1C[C@H](C)[C@@H](CN(C)CC2CC2)Oc2ccc(NC(=O)Nc3ccc4c(c3)OCO4)cc2CC1=O	2	-38	0.1	-83*
COCC(=O)N(C)C[C@@H]1Oc2cc(C#CCN(C)C)ccc2S(=O)(=O)N([C@@H](C)CO)C[C@H]1C	-4	15	9.4	6
Cc1ccc(-c2ccc([C@H]3[C@@H](CO)N4C(=O)CN(C(=O)c5ccncc5)C[C@@H]34)cc2)cc1	13	.	-0.4	-3
COc1ccc(NC(=O)N2CC(=O)N3[C@H](CO)[C@H](c4ccc(Br)cc4)[C@@H]3C2)cc1	14	.	10.0	22
COc1ccccc1C#Cc1ccc2c(c1)[C@H]1[C@H](CCN1S(=O)(=O)c1ccccc1)[C@@H](CO)N2	-5	.	-1.6	-17
C[C@@H]1CN([C@H](C)CO)C(=O)c2cc(NC(=O)Nc3ccc(C(F)(F)F)cc3)ccc2O[C@H]1CN(C)Cc1ccncc1	-17	.	1.6	11
C[C@H]1CN([C@@H](C)CO)C(=O)c2cccc(NC(=O)C3CCCCC3)c2O[C@H]1CN(C)C(=O)NC1CCCCC1	-1	-35	0.0	9
O=C(c1cccc(F)c1)N1CC2(C1)[C@@H](c1ccccc1)[C@H](CO)N2C(=O)C1CCC1	3	.	0.5	7
O=C(C[C@@H]1CC[C@H]2[C@@H](COC[C@@H](O)CN2CC2CCOCC2)O1)NCC1CCCCC1	-1	45	-0.2	1
COc1ccccc1NC(=O)N1CC[C@H]2[C@@H]1c1cc(-c3ccccc3)ccc1N(C)[C@H]2CO	73	77	-2.3	4
O=C(c1ccccn1)N1CC2(C1)[C@H](c1ccccc1)[C@H](CO)N2C(=O)C1CCCCC1	-6	.	1.4	-6
CCCC#Cc1ccc2c(c1)O[C@H](CN(C)C(=O)c1cccnc1)[C@H](C)CN([C@@H](C)CO)S2(=O)=O	4	60	-0.2	10
C[C@@H]1CN([C@H](C)CO)C(=O)c2cccc(NS(=O)(=O)c3ccc(F)cc3)c2O[C@@H]1CN(C)S(=O)(=O)c1cccs1	6	22	-1.1	-15
CN(C)Cc1cn(CC[C@@H]2CC[C@H](NS(=O)(=O)c3ccc(-c4ccccc4)cc3)[C@H](CO)O2)nn1	.	-79	0.3	-25
COCC#Cc1ccc([C@@H]2[C@H](CO)N3CCCCN(C(=O)CN(C)C)C[C@@H]23)cc1	2	107*	1.3	6
C[C@H]1CN([C@@H](C)CO)C(=O)c2cccc(NC(=O)NC3CCCCC3)c2O[C@@H]1CN(C)Cc1ccc(C(F)(F)F)cc1	11	76	-2.0	-19
CN1C(=O)c2cc(NC(=O)NC3CCCC3)ccc2OC[C@@H]2O[C@H](CC(=O)NC3CCC3)CC[C@H]21	1	14	1.4	-21
CNC(=O)C[C@H]1CC[C@@H]2[C@@H](COc3ccc(NC(=O)c4ccccc4Cl)cc3C(=O)N2C)O1	-2	32	0.9	-1
C[C@@H]1CN([C@H](C)CO)C(=O)c2cc(NC(=O)c3ccncc3)ccc2O[C@@H](C)CCCCO[C@H]1CN(C)C(=O)Nc1ccc2c(c1)OCO2	3	25	14	-33
C[C@@H]1CN([C@H](C)CO)C(=O)c2cc(NS(=O)(=O)c3cccs3)ccc2O[C@H]1CN(C)Cc1ccc(-c2ccccc2)cc1	-7	19	-2.6	1
Cc1ccc(S(=O)(=O)N(C)C[C@H]2Oc3c(NC(=O)c4cnccn4)cccc3C(=O)N([C@H](C)CO)C[C@@H]2C)cc1	0	18	-2.1	-11

# Next records follow.
molecule	C diff growth	Tcruzi prolif	GASC1 inh	Pf Dd2 inh
C[C@H](CO)N1C[C@H](C)[C@@H](CN(C)C(=O)C2CC2)Oc2ncc(/C=C/c3ccccc3)cc2C1=O	.	35	-0.4	-36
CCNC(=O)[C@H]1[C@H](CO)[C@H]2Cn3c(cccc3=O)[C@@H]1N2Cc1cccc(Cl)c1	4	.	0.0	4
C[C@H]1CN([C@@H](C)CO)C(=O)c2cc(/C=C/c3ccccc3)cnc2O[C@H]1CN(C)Cc1ccncc1	-6	84	-1.1	3
C[C@H](CO)N1C[C@H](C)[C@H](CN(C)C(=O)NC2CCCCC2)Oc2ccc(NS(C)(=O)=O)cc2C1=O	-1	.	0.6	8
C[C@H]1CN([C@@H](C)CO)C(=O)c2cc(C#CC3(O)CCCC3)cnc2O[C@H]1CN(C)C(=O)Cc1ccccc1	-1	-14	-1.1	.
CN(C)CC(=O)N[C@H]1CC[C@@H](CCn2cc(C3CC3)nn2)O[C@@H]1CO	1	.	-2.3	10
COCC#Cc1ccc2c(c1)O[C@H](CN(C)Cc1ccncc1)[C@H](C)CN([C@@H](C)CO)S2(=O)=O	-5	49	2.2	15
C[C@H](CO)N1C[C@H](C)[C@@H](CN(C)Cc2ccc(C(=O)O)cc2)Oc2ccc(NS(=O)(=O)c3ccccc3)cc2CC1=O	-3	-21	-0.2	16
C[C@H]1CN([C@@H](C)CO)C(=O)c2cc(-c3ccccc3)cnc2O[C@H]1CN(C)C(=O)Cc1cccnc1	.	5	-1.2	12
C[C@@H]1CN([C@H](C)CO)C(=O)c2cccc(NC(=O)CCCCCC(=O)Nc3ccccc3N)c2O[C@H]1CN(C)C(=O)Nc1ccc(C(F)(F)F)cc1	10	.	0.3	-88*
COc1cccc(CN2CC3(CCN(C(C)=O)CC3)c3c(n(C)c4cc(OC)ccc34)[C@@H]2CO)c1	11	.	.	-5
C[C@H]1CN([C@@H](C)CO)C(=O)Cc2cc(NC(=O)Nc3ccccc3)ccc2O[C@@H]1CN(C)S(C)(=O)=O	0	.	.	-6
O=C(N[C@H]1CC[C@H](CCn2cc(C3CCCCC3)nn2)O[C@H]1CO)c1cccnc1	-2	.	-1.0	0
C[C@@H]1CN([C@@H](C)CO)C(=O)Cc2cc(NC(=O)C3CCCCC3)ccc2O[C@H]1CN(C)S(=O)(=O)c1ccc(F)cc1	0	.	-1.4	-19
CCCNC(=O)N1C[C@H](C)[C@H](OC)CN(C)C(=O)c2ccc(NC(=O)C3CCC3)cc2OC[C@@H]1C	.	20	-1.6	-17
C[C@H](CO)N1C[C@H](C)[C@@H](CN(C)C(=O)Nc2ccc(F)cc2)Oc2c(NC(=O)c3cnccn3)cccc2C1=O	-8	-49	-3.5	-11
O=C(NC1Cc2ccccc2C1)[C@H]1[C@H](CO)[C@H]2Cn3c(ccc(C4=CCCCC4)c3=O)[C@@H]1N2CC1CC1	9	70	-2.3	2
O=C(c1cccnc1)N1CCCCN2[C@H](CO)[C@@H](c3ccc(C#Cc4ccccn4)cc3)[C@H]2C1	2	38	-0.3	34
CCC(=O)N1[C@H](CO)[C@@H](c2ccccc2-c2cccc(C)c2)[C@@H]1C#N	11	.	-1.3	-86*
COc1cccc(C#Cc2ccc3c(c2)[C@@H]2[C@@H](CCN2C(=O)c2ccccc2F)[C@@H](CO)N3)c1	-7	61	-1.2	-31
CC(=O)N(C)C[C@H]1Oc2cc(-c3ccc(C#N)cc3)ccc2S(=O)(=O)N([C@@H](C)CO)C[C@H]1C	-8	34	0.3	14
COc1ccc2c3c(n(C)c2c1)[C@H](CO)N(C(=O)Nc1ccc(F)cc1)CC31CN(C(=O)CN2CCOCC2)C1	-6	.	-0.3	-66
C[C@@H]1CN([C@H](C)CO)C(=O)c2cc(NC(=O)Nc3ccc(C(F)(F)F)cc3)ccc2O[C@@H](C)CCCCO[C@@H]1CN(C)Cc1ccc(C(F)(F)F)cc1	1	86	0.7	-58
Cc1ccc(-c2ccc([C@@H]3[C@@H](CO)N4C(=O)CN(C(=O)CN5CCOCC5)C[C@@H]34)cc2)cc1	-14	.	0.3	-5
CC(C)NC(=O)N(C)C[C@@H]1OCCCC[C@@H](C)Oc2ccc(N(C)C)cc2C(=O)N([C@@H](C)CO)C[C@H]1C	1	45	19	-15
CN(C)C(=O)c1cccc(-c2ccc3c(c2)[C@@H]2[C@@H](CCN2C(=O)c2ccccc2F)[C@H](CO)N3)c1	3	101*	0.2	-31
CCCN(C)C[C@@H]1OCc2cnnn2CCCC(=O)N([C@H](C)CO)C[C@H]1C	-4	-22	.	10
O=C(C[C@H]1C=C[C@H](NC(=O)C2CCOCC2)[C@H](CO)O1)NCC1CC1	.	26	1.1	5
Cc1noc(C)c1NC(=O)N(C)C[C@H]1Oc2ccc(NS(=O)(=O)c3ccc(F)cc3)cc2C(=O)N([C@@H](C)CO)C[C@@H]1C	-11	18	-0.9	16
COCC(=O)N1[C@H](CO)[C@@H](c2ccccc2-c2ccccc2)[C@@H]1C#N	-6	.	-1.7	2

# Single records, as listed above:
# O=C(c1cccnc1)N1CCCCN2[C@H](CO)[C@@H](c3ccc(C#Cc4ccccn4)cc3)[C@H]2C1 across the screens: C diff growth = 2; Tcruzi prolif = 38; GASC1 inh = -0.3; Pf Dd2 inh = 34
# Cc1noc(C)c1NC(=O)N(C)C[C@H]1Oc2ccc(NS(=O)(=O)c3ccc(F)cc3)cc2C(=O)N([C@@H](C)CO)C[C@@H]1C across the screens: C diff growth = -11; Tcruzi prolif = 18; GASC1 inh = -0.9; Pf Dd2 inh = 16
# C[C@H]1CN([C@@H](C)CO)C(=O)c2cc(-c3ccccc3)cnc2O[C@H]1CN(C)C(=O)Cc1cccnc1 across the screens: C diff growth = .; Tcruzi prolif = 5; GASC1 inh = -1.2; Pf Dd2 inh = 12

# Remaining list, next part:
molecule	C diff growth	Tcruzi prolif	GASC1 inh	Pf Dd2 inh
COc1ccc2c3c(n(C)c2c1)[C@H](CO)N(Cc1ccc2c(c1)OCO2)CC31CCN(C)CC1	-1	.	1.2	-14
CC(C)NC(=O)Nc1ccc2c(c1)C(=O)N([C@@H](C)CO)C[C@@H](C)[C@H](CN(C)Cc1ccc(Cl)c(Cl)c1)O2	7	21	-0.5	-9
C/C=C/c1ccc([C@@H]2[C@H](CO)N(C(C)=O)[C@H]2CN(CC)C(=O)CN(C)C)cc1	-5	81	0.0	5
C[C@@H]1CN([C@H](C)CO)S(=O)(=O)c2ccc(-c3cccc(C(=O)N(C)C)c3)cc2O[C@@H]1CN(C)Cc1ccc2c(c1)OCO2	-1	.	1.0	-64
COc1ccc(CNC(=O)C[C@@H]2CC[C@H]3[C@@H](COc4ccc(NC(=O)C(C)C)cc4C(=O)N3C)O2)cc1	-1	46	-0.4	-4
CC(C)C#Cc1ccc([C@H]2[C@H](C#N)N(C(=O)C3CCC3)[C@H]2CO)cc1	-8	97*	-3.4	-20
C[C@@H]1CN([C@H](C)CO)C(=O)c2cc(NS(=O)(=O)c3cn(C)cn3)ccc2O[C@@H]1CN(C)C(=O)Nc1cccc2ccccc12	.	22	-1.1	5
O=C(N[C@H]1CC[C@@H](CCn2cc(Cc3ccccc3)nn2)O[C@H]1CO)c1cnccn1	0	-5	-0.5	-6
CO[C@H]1CN(C)C(=O)c2cc(NS(=O)(=O)CC(F)(F)F)ccc2OC[C@@H](C)N(C(=O)c2ccc3c(c2)OCO3)C[C@@H]1C	.	.	-2.1	23
O=C(C1CCCCC1)N1CC[C@@H]2[C@@H](CO)Nc3ccc(Br)cc3[C@@H]21	15	31	-2.1	-67
COc1ccc2c3c([nH]c2c1)[C@H](CO)N(Cc1ccccc1F)CC31CN(CC2CC2)C1	0	.	.	-18

# Screening data (PubChem)
